Assay outcomes from PubChem.
LGR2 inh: inhibitors of bursicon-induced Drosophila LGR2 receptor cAMP signaling; HEK293 LGR2, CRE-luciferase, bursicon-stimulated, 4 h; inhibition, % at 9.99 µM; hit rate 0.35% among 380,000; AID 720647;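 active = drop in luminescence signal, shown as inhibition above about 50% in the replicate tests, limit read from the data, passing the limit was not always enough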;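 also: agonist challenge used bursicon conditioned medium at about half maximal strength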
S100A4 inh HTS: inhibitors of human S100A4 binding to myosin IIA peptide | P26447 | S100A4/TAMRA-MyoIIA peptide fluorescence polarization | inhibition, % at 10.7 µM | hit rate 0.14% among 360,000;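 active = mean inhibition of at least 70% across replicates, with every replicate also reaching that level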
Target sequence (P26447 whole entry, looked up): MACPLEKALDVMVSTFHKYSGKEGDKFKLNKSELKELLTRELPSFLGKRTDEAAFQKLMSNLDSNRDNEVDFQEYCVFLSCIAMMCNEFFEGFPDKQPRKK
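Compound dosing: one dose per compound; test system: human S100A4 monomer with TAMRA-labelled myosin IIA peptide; probe or stimulus: TAMRA-labelled myosin IIA heavy-chain peptide probe, 5 nM; medium: HEPES buffer with Ca2+, pH 7.2; schedule: 5 min incubation before reading; benchmarks: neutral control DMSO, positive control TFP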
SIRT5 block: blocks human SIRT5 desuccinylation of peptide; Q9NXA8; Purified SirT5, succinyl-peptide AMC, trypsin-coupled fluorescence; inhibition, % at 15 µM; hit rate 1.1% among 330,000; in the data active = inhibition above about 15%
Target sequence (Q9NXA8 whole entry, looked up): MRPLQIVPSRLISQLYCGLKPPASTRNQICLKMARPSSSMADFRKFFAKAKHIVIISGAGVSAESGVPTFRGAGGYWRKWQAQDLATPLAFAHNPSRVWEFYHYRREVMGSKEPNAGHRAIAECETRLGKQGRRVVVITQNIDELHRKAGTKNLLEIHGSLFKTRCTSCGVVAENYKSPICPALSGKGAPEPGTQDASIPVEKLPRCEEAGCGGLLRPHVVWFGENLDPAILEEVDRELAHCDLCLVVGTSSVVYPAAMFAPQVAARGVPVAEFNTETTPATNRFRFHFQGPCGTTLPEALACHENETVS
Cneo AK release: causes C. neoformans cell lysis | adenylate kinase release luminescence, 4 h; normalised: neutral wells 0, clomiphene wells 100 | lysis activity, % at 15 µM | hit rate 0.2% among 360,000 | AID 651654;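 active = mean lysis activity across replicates of at least 80%, whatever share of replicates individually reach that level; inactive = mean lysis activity below 80%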
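Material: C. neoformans cells | Amount: Yeast cell density of 5 × 10^6 cells/mL | Medium: Fresh YPD growth medium | Dosing: Single dose | Times: Static 4 h at 37 °C with compound, 1 h detection | Detection: AK luminescence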
ERAP1 inh: ERAP1 (human) enzyme inhibition; inhibition, % at 10.7 µM; AID 652197; hit rate 0.15% among 340,000; recombinant ERAP1, Leu-AMC fluorescence, 60 min;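 active = mean replicate inhibition of at least 30%, or all replicates individually reaching that 30% level; inactive = mean below 30% and not every replicate reaching it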;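 also: 0% = neutral control wells and 100% = L-leucinethiol positive control wells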
PGC1a acetyl inh: lowers PGC1a acetylation signal in U2OS cells. hit rate 0.17% among 350,000. inhibition, % at 15.6 µM. AlphaScreen anti-acetyl-lysine; with virally co-expressed GCN5 acetyltransferase. AID 651687;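 active = every replicate shows inhibition of at least 40%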;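 also: 0% = neutral control wells and 100% = positive control wells; some results beyond the cut were filed as inactive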
C2C12 statin: suppressors of simvastatin-induced myotoxicity in C2C12 myotubes. ATP luminescence, 48 h; scaled: DMSO 0, geranylgeraniol control 100. rescue of ATP level, % at 7.49 µM. hit rate 0.78% among 330,000;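 active = mean ATP rescue above about 67%, or every replicate alone reaching that limit, limit read from the data, passing the limit was not always enough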;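 also: myotubes were challenged with 10 µM simvastatin during compound exposure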
XiGFP reactiv: X-chromosome reactivation activator | XiGFP mouse fibroblasts, % GFP-positive cells imaging, 3 d; cells co-treated with 5-aza-dC sensitizer; scaled so ellipticine positive control = 100% | hit rate 0.055% among 360,000 | AID 743238 | activation, % at 7.58 µM;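 active = mean normalized replicate activation at least 10% and every replicate at or above 10%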;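 also: 0% = median of on-plate neutral control wells and 100% = ellipticine 6 µM median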
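Material: SV40-immortalized XiGFP fibroblast cells, line 68-5-11 | Buffer or medium: DMEM containing 5-aza-dC | Dosing: One concentration, pinned | Times: 3 d treatment, 15 min room-temperature fixation | Controls: Ellipticine 6 µM positive control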
Numbers without * were called inactive; x = not tested or not shown; & = joins results of further samples.

Values run as follows: LGR2 inh | S100A4 inh HTS | SIRT5 block | Cneo AK release | ERAP1 inh | PGC1a acetyl inh | C2C12 statin | XiGFP reactiv
> CC1=C(C(=O)N2CCCCCC2)CC(CC(=O)NC2CCCCC2)C(=O)N1Cc1ccc(C(C)(C)C)cc1 (centres undefined)
→ 16 | -29 | 8 | 3 | 1 | -16 | -13 | 0.1
> CCS(=O)(=O)c1ccc(O)c(NC(=O)c2cc(-c3ccccn3)nc3ccccc23)c1
→ -4 | -5 | 3 | 2 | 2 | 1 | 3 | -0.5
> CCCNC(=O)COc1cccc(C(=O)NCc2ccccc2)c1
→ 8 | 2 | -3 | x | -5 | x | x | 0.3
> Cc1noc(C)c1NC(=O)Nc1ccc2c(c1)CC(=O)N([C@@H](C)CO)C[C@H](C)[C@@H](CN(C)Cc1ccc(Oc3ccccc3)cc1)O2
→ -1 | x | x | 2 | x | -2 | 54 | 0.0
> COc1ccc(C(CNC(=O)CNC(=O)c2cccc(C)c2)N2CCOCC2)cc1 (centres undefined)
→ -28 | -1 | 0 | -1 | 0 | 2 | -1 | 0.0
> O=C(Nc1cccc([N+](=O)[O-])c1)c1[nH]ncc1Cl
→ -40 | 6 | -5 | -6 | -2 | -8 | x | 0.0
> C[C@@H]1CCCCO[C@@H](CN(C)C(=O)c2ccncc2)[C@@H](C)CN([C@H](C)CO)C(=O)c2cc(NC(=O)NC3CCCCC3)ccc2O1
→ 2 | x | x | 1 | x | -1 | x | -1.2
> N/C(=N\NC(=O)c1ccccc1)c1cc2ccccc2oc1=O
→ -17 | 0 | 0 | x | -2 | x | x | 0.1
> c1csc(-c2noc(CN3CCN4CCCC4C3)n2)c1 (centres undefined)
→ -5 | 0 | -3 | -1 | -5 | -11 | 7 | -0.1
> OC[C@@H]1CN(Cc2ccncc2)C[C@H](n2cnc3c(NCc4ccco4)ncnc32)O1
→ 2 | -5 | x | 1 | -1 | 5 | 37 | 0.0
> O=C(CCC(=O)N(CC(=O)NC1CCCC1)c1ccc(F)cc1)Nc1nccs1
→ -12 | 1 | 2 | 3 | -4 | 6 | 13 | 0.1
> CCOc1ccc(-c2cc(C(=O)Nc3cc(OC)c(OC)c(OC)c3)[nH]n2)c(C)c1
→ 3 | 2 | x | 0 | 0 | -3 | -9 | 0.0
> CCOC(=O)c1sc(Nc2ccccc2Cl)nc1C
→ -108 | -8 | 13 | -3 | x | -1 | 10 | x
> COc1ccc(C(=O)Nc2ccc(Nc3ccccc3)cc2)cc1OC
→ x | -1 | -3 | 0 | -3 | 10 | -21 | 0.0
> Cc1occc1C(=O)Nc1nnc(C(F)(F)F)s1
→ 7 | x | x | -3 | x | 6 | -6 | x
> O=C(CSc1nnc(-c2ccc3c(c2)OCO3)o1)Nc1c(F)cccc1F
→ 2 | -2 | 0 | -1 | 2 | x | 3 | 0.0
> Cc1cc(C(=O)NNc2ccc(Cl)cc2)no1
→ x | 3 | -4 | 4 | 2 | 8 | x | 0.0
> NC(=O)Nc1ccc2c(c1)OCCO2
→ x | -2 | 0 | -1 | -8 | 7 | -1 | x
> COc1ccc(/C=N/NC(=O)CN2CCCc3ccccc32)c(OC)c1
→ -11 | 1 | 4 | 2 | 3 | 9 | -11 | -0.1
> O=C(NC(=S)NCc1nc2ccccc2[nH]1)c1ccc(F)cc1
→ -55 | -22 | 4 | x | -1 | 10 | x | 0.1
> COc1cccc(-c2ccc3c(c2)[C@H]2[C@H](CCN2C(=O)NC2CCCCC2)[C@@H](CO)N3C)c1
→ 49 | 15 | -15 | x | -2 | 13 | x | 0.3
> COCCn1c(N)c(N(Cc2ccccc2)C(=O)COc2ccc(F)cc2Cl)c(=O)[nH]c1=O
→ -15 | -3 | -3 | 0 | 2 | x | -4 | 2.5
> CO[C@H]1CN(C)C(=O)c2cc(NC(=O)NC(C)C)ccc2OC[C@@H](C)N(Cc2ccccn2)C[C@H]1C
→ -2 | 2 | -3 | 0 | -3 | 4 | -8 | 0.0
> Cn1ncc2c(N)nc(NCCO)nc21
→ -5 | -7 | x | -1 | 2 | 8 | -5 | 0.1
> COc1cccc(C2c3[nH]c4ccccc4c3C[C@H]3C(=O)N(c4ccccc4C(=O)N4CCC[C@H]4C(=O)O)C(=O)N23)c1 (some centres undefined)
→ -11 | 1 | x | 0 | x | -4 | -3 | x
> COc1cc2c(cc1OC)C(CCc1ccccc1)=NCC2
→ 5 | -3 | -14 | 4 | 2 | 8 | x | 0.3
> Cc1ccc(CNC(=O)C2CCN(S(=O)(=O)N3CCCC3)CC2)cc1
→ 9 | 0 | -3 | 0 | 4 | 6 | 4 | 0.3
> COCCNC(=O)[C@H]1[C@H](CO)[C@H]2Cn3c(ccc(-c4ccccc4F)c3=O)[C@H]2N1C(=O)C1CCCC1
→ -3 | 2 | -2 | 52 | 2 | x | 5 | 0.0
> COc1ccccc1NC(=O)CSc1nc(=O)n2cc(C)ccc2n1
→ 0 | -1 | 2 | 2 | -1 | 28 | -5 | -0.1
> CN(C)CCNC(=O)c1onc(CSc2ccc(F)c(F)c2)c1C(=O)NCCN(C)C
→ -19 | -14 | -2 | -2 | -1 | -3 | -7 | 0.1
> Cc1cccc(NC(=O)Nc2ccc(F)cc2)n1
→ -74 | 3 | -4 | -4 | 1 | 12 | 16 | -0.1
> CCOc1ncccc1C(=O)OCC(=O)Nc1ccc(S(=O)(=O)N2CCOCC2)cc1
→ -4 | -1 | -6 | 1 | -3 | 6 | x | 0.3
> CCN(C[C@H]1N[C@@](Cc2ccccc2)(C(=O)OC)[C@H]2C(=O)N(Cc3ccccc3)C(=O)[C@@H]12)C(=O)Nc1ccc(C)cc1
→ -10 | -3 | -1 | 0 | -2 | x | -2 | -0.1
> N#CCC(N)=C(C#N)C#N
→ 7 | -28 | 3 | -1 | 1 | 1 | -3 | 0.0
> CC(C)C(NS(=O)(=O)c1cccs1)C(=O)NCCCN1CCCCCC1 (centres undefined)
→ 0 | -15 | -8 | 4 | 0 | -5 | 3 | -0.1
> COc1ccc(S(=O)(=O)N(C)C[C@H]2Oc3c(NC(=O)Nc4ccccc4)cccc3C(=O)N([C@H](C)CO)C[C@@H]2C)cc1
→ 20&0 | 0 | -5 | 0 | 0 | -12 | -7 | -1.2&0.5
> CO[C@H]1CN(C)C(=O)c2cc(NS(=O)(=O)c3ccccc3Cl)ccc2OC[C@H](C)NC[C@H]1C
→ 1 | -2 | 1 | 1 | -1 | 0 | 10 | -0.5
> O=C(Cc1ccccc1)N1CC(=O)N2[C@H](CO)[C@@H](c3ccc(C#Cc4ccccc4)cc3)[C@@H]2C1
→ 9 | -1 | 0 | x | 1 | -1 | x | 0.0
> COCC(=O)N(C)C[C@H]1Oc2ncc(Br)cc2C(=O)N([C@H](C)CO)C[C@@H]1C
→ -2 | -6 | -2 | 2 | -1 | 8 | -4 | -0.4
> Cn1cnc(C(=O)NCc2ccccc2)c1C(=O)NCc1ccccc1
→ -5 | 9 | x | 0 | x | -34 | 5 | -0.2
> O=C(C[C@@H]1C=C[C@@H](NC(=O)Nc2cc(F)ccc2F)[C@@H](CO)O1)NCc1ccccn1
→ -3 | -9 | -2 | -5 | -2 | -4 | -1 | 0.2
> CCCC#Cc1ccc2c(c1)O[C@@H](CN(C)Cc1cncnc1)[C@@H](C)CN([C@H](C)CO)S2(=O)=O
→ -4 | 0 | 0 | -2 | 0 | -13 | 4 | 0.4
> CC(=O)Nc1ccc2c(c1)nc(CCN1CCC(C)CC1)n2C
→ 1 | x | x | -1 | x | 20 | -5 | x
> COc1ccc(CCNC(=O)C2CCN(C(=O)c3cccs3)CC2)cc1
→ 0 | 0 | -4 | x | -1 | -19 | x | 0.0
> COCCCN(Cc1ccco1)C(=O)CSc1nc2ncccc2[nH]1
→ -2 | -1 | -2 | -2 | 1 | 21 | 4 | 0.2
> C[C@@H]1CCCCO[C@@H](CN(C)Cc2ccc(Cl)c(Cl)c2)[C@H](C)CN([C@H](C)CO)C(=O)c2cc(NC(=O)c3ccccc3)ccc2O1
→ 1 | 2 | 11 | -3 | -1 | -17 | x | 0.2

Record cards, from the list above. Values in the order: LGR2 inh	S100A4 inh HTS	SIRT5 block	Cneo AK release	ERAP1 inh	PGC1a acetyl inh	C2C12 statin	XiGFP reactiv
CCOC(=O)c1sc(Nc2ccccc2Cl)nc1C is entered as -108	-8	13	-3	x	-1	10	x
CN(C)CCNC(=O)c1onc(CSc2ccc(F)c(F)c2)c1C(=O)NCCN(C)C is entered as -19	-14	-2	-2	-1	-3	-7	0.1
COCCNC(=O)[C@H]1[C@H](CO)[C@H]2Cn3c(ccc(-c4ccccc4F)c3=O)[C@H]2N1C(=O)C1CCCC1 is entered as -3	2	-2	52	2	x	5	0.0

Random excerpt: four compounds from above.
Values run as follows: LGR2 inh | S100A4 inh HTS | SIRT5 block | Cneo AK release | ERAP1 inh | PGC1a acetyl inh | C2C12 statin | XiGFP reactiv
> CCCNC(=O)COc1cccc(C(=O)NCc2ccccc2)c1
→ 8 | 2 | -3 | x | -5 | x | x | 0.3
> CCCC#Cc1ccc2c(c1)O[C@@H](CN(C)Cc1cncnc1)[C@@H](C)CN([C@H](C)CO)S2(=O)=O
→ -4 | 0 | 0 | -2 | 0 | -13 | 4 | 0.4
> COc1ccc(/C=N/NC(=O)CN2CCCc3ccccc32)c(OC)c1
→ -11 | 1 | 4 | 2 | 3 | 9 | -11 | -0.1
> O=C(CSc1nnc(-c2ccc3c(c2)OCO3)o1)Nc1c(F)cccc1F
→ 2 | -2 | 0 | -1 | 2 | x | 3 | 0.0

Some of the compounds tested; the hit share may differ from the screen's.
